mHTT-CaM PPI inh – inhibitors of human mutant huntingtin-calmodulin interaction | AlphaScreen His-mHTT/GST-CaM binding, luminescence | AID 1671202 | P42858 | inhibition, % at 15 µM | actives 3.6% (n = 190,000);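 further: 0% = both proteins with DMSO and 100% = one protein alone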
Target sequence (P42858 whole entry, looked up, stated change not applied): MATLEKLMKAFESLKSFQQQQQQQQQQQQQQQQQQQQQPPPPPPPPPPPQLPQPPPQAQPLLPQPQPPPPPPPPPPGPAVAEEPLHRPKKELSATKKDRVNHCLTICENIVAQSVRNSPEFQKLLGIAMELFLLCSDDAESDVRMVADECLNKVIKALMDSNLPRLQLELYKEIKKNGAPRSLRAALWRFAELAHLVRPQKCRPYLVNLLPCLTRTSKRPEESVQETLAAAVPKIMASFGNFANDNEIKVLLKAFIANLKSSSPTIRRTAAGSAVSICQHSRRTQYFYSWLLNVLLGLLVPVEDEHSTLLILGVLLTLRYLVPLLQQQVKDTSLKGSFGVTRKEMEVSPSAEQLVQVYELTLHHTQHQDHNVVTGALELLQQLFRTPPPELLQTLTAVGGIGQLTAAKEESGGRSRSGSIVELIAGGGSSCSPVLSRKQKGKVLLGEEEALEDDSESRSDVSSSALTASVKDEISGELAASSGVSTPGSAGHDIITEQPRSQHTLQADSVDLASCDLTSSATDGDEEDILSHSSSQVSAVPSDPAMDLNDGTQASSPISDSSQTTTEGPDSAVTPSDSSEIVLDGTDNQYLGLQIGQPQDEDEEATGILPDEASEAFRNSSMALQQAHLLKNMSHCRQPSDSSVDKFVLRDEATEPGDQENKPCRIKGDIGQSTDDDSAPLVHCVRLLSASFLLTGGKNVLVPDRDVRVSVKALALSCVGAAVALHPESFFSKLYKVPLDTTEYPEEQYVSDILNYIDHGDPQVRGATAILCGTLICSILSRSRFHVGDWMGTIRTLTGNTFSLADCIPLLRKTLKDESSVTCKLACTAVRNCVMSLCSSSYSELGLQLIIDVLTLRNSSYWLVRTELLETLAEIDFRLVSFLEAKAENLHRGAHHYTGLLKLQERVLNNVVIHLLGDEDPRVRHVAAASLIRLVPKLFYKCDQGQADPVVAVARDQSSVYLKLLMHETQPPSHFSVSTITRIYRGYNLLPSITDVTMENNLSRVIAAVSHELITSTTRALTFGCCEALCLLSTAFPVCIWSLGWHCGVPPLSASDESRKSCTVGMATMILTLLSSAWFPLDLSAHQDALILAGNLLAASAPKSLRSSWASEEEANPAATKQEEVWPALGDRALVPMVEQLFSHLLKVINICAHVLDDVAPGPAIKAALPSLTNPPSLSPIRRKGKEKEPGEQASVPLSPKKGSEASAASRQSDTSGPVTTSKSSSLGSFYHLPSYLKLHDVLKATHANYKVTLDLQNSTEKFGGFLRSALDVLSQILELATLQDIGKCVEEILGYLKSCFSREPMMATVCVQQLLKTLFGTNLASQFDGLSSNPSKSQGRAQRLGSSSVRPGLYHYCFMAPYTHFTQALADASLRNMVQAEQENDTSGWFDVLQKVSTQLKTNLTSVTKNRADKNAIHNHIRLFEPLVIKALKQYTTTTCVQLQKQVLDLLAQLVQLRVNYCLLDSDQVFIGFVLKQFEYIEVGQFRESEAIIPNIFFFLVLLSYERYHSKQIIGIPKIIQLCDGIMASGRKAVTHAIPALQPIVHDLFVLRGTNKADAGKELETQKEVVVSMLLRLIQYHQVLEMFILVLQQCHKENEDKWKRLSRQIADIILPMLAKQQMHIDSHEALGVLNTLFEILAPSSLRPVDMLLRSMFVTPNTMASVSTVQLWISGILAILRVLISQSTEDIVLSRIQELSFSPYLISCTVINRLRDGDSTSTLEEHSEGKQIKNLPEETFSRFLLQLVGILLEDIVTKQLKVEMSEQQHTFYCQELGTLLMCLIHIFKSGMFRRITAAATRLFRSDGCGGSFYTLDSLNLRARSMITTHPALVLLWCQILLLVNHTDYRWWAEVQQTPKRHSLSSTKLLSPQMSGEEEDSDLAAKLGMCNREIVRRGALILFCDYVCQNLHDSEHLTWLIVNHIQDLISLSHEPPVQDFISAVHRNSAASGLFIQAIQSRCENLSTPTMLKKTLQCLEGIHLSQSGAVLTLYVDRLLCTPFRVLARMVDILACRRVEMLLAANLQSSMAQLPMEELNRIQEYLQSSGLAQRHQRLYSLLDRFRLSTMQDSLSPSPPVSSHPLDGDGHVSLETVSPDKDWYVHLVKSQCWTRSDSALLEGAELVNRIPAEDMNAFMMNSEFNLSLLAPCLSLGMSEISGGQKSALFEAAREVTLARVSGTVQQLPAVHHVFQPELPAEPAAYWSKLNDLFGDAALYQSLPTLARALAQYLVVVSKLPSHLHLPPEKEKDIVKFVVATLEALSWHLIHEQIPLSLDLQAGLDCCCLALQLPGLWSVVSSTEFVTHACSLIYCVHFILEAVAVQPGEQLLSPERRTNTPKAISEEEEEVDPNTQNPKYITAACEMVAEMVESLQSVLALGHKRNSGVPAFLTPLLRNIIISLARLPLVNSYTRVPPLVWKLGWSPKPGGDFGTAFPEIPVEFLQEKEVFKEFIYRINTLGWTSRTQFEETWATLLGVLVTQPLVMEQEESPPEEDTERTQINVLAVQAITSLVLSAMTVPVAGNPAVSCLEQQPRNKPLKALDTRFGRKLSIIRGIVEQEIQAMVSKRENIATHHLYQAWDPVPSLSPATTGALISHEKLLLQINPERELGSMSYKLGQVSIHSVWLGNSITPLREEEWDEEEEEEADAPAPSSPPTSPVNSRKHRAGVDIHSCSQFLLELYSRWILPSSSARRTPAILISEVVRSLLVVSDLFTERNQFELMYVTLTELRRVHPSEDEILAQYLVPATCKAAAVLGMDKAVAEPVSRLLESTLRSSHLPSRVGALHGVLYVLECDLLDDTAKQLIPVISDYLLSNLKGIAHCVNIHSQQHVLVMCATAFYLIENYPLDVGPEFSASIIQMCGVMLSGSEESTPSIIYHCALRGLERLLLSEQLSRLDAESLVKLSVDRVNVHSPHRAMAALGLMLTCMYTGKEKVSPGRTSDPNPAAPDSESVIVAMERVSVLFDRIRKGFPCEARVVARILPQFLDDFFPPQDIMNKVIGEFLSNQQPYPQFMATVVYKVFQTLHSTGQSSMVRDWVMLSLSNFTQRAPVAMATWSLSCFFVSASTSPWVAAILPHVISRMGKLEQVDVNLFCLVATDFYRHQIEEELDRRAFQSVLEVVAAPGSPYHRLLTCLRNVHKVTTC
Pf apPOL inh – Pf-apPOL DNA polymerase inhibition; Recombinant Pf-apPOL, molecular beacon fluorescence, 1.5 h; inhibition, % at 10 µM; AID 1794808; actives 0.25% (n = 210,000)
* hit, by the source's call; i = inactive; . = not tested or not shown; & = joins results of further samples. No stated cut-off is given here; in the data, active means inhibition above about 50%; inactive means the rest. Random draw from the library (roughly 3.6% active in at least one column).

SMILES	mHTT-CaM PPI inh	Pf apPOL inh
C=C(C)CSC1=C(C#N)C(c2ccccc2)CC(=O)N1 (stereo not drawn)	-12	0
Cc1sc2ccc(O)cc2[n+]1CCCS(=O)(=O)[O-]	-5	.
COc1cccc(OC)c1C(=O)Nc1ccc(C(=O)N2CCCCC2)cc1	1	-13
COc1cc(OC)c(C2CC(=O)Nc3n[nH]c(C)c32)cc1OC (stereo not drawn)	-2	-4
O=C(NCC(=O)N1CCC(c2noc(-c3ccccc3)n2)CC1)c1ccco1	-5	-3
CC(C)(C)c1ccc(C(=O)Nc2cc3cc(Br)ccc3oc2=O)cc1	-3	-1
CCc1nc(-c2ccnc(N3CCCC3)c2)no1	-26	-9
Cc1ccc2nc(Nc3nc(=O)c4ccccc4n3C)nc(C)c2c1	-2	-13
CC1(C)OC(=O)C2(C(=O)O1)C1C3C4CC5C6C4C1C6C2C53 (stereo not drawn)	.	-3
COc1cc2c(cc1OC)C(C(=O)NCCCN1CCOCC1)C(c1cccnc1)N(C)C2=O (stereo not drawn)	-8	3
Cc1ccc(C(=O)N2CCOC(CN3CCOCC3)C2)cc1 (stereo not drawn)	4	-4
CC(=O)c1ccc(OCc2ccc(Cl)c(Cl)c2)c([N+](=O)[O-])c1	.	-1
Cc1cc(NC(=O)c2ccc(Cl)cc2[N+](=O)[O-])no1	0	1
COc1ccc(C(=O)N(Cc2nc3cc(Cl)ccc3o2)C2CC2)cc1F	-4	-8
O=C(c1ccccn1)N1CCc2[nH]nc(-c3ccc(F)cc3)c2C1	-3	-1
Cc1cc(C)c(NC(=O)c2cc(S(=O)(=O)N3CCC4(CC3)OCCO4)ccc2F)c(C)c1	18	-15
O=C(O)C1OC(C(=O)O)C2C1C(F)(F)C2(F)F (stereo not drawn)	-2	0
Cc1cccc(NC(=O)c2cc(S(=O)(=O)NCc3ccc(F)cc3)ccc2F)c1	-4	32
CSc1sc(C)cc1C1C(C(=O)Nc2cccc(C)n2)=C(C)NC2=C1C(=O)CC(C)(C)C2 (stereo not drawn)	40	1
Cc1cccc(CN2CCCC(C(=O)N3CCCCCC3)C2)c1 (stereo not drawn)	1	-2
CN(C)CCNC(=O)C1CCN(c2nc3ccc(-c4ccccc4)nc3s2)CC1	10	1
Cc1noc(C)c1CC(=O)NCc1cc(-c2cc3ccccc3o2)on1	-1	-13
Cc1oc2c(F)c(F)c(F)c(F)c2c1C(=O)Oc1cccc(C(F)(F)F)c1	.	-5
CCOc1cccc2cc(C(=O)Nc3nccs3)c(=Nc3cccc(CC)c3)oc12	9	-3
Cc1nnsc1C(=O)Nc1nnc(SCC(=O)NCc2ccco2)s1	-14	7

Overlap with the part before: 7 entries; new compounds follow.
SMILES	mHTT-CaM PPI inh	Pf apPOL inh
CSc1sc(C)cc1C1C(C(=O)Nc2cccc(C)n2)=C(C)NC2=C1C(=O)CC(C)(C)C2 (stereo not drawn)	40	1
Cc1cccc(CN2CCCC(C(=O)N3CCCCCC3)C2)c1 (stereo not drawn)	1	-2
CN(C)CCNC(=O)C1CCN(c2nc3ccc(-c4ccccc4)nc3s2)CC1	10	1
Cc1noc(C)c1CC(=O)NCc1cc(-c2cc3ccccc3o2)on1	-1	-13
Cc1oc2c(F)c(F)c(F)c(F)c2c1C(=O)Oc1cccc(C(F)(F)F)c1	.	-5
CCOc1cccc2cc(C(=O)Nc3nccs3)c(=Nc3cccc(CC)c3)oc12	9	-3
Cc1nnsc1C(=O)Nc1nnc(SCC(=O)NCc2ccco2)s1	-14	7
Nc1c(Cl)cc(N2C(=O)c3ccccc3C2=O)cc1Br	6	-4
CC(C)(C#N)C(O)c1ccccc1 (stereo not drawn)	5	4
CCCCCCOc1ccc(/C=c2\sc3ncnn3c2=O)cc1OC	-2	11
CCN1C(=O)Cc2cc(C(=O)N3CCN(c4ccc(OC)cc4)CC3)ccc21	7	-3
CCC(=O)N1CCN(c2nc(C)nc(C)c2Cc2c(F)cccc2Cl)CC1	10	-4
CC(=O)Nc1ccc(Nc2ncnc(N)c2[N+](=O)[O-])cc1	-9&1	0&-1
Cc1ccc(-n2nc(C)c3sc(N4CCCC(C(=O)Nc5ccccc5C)C4)nc32)cc1 (stereo not drawn)	1	-9
O=C(O)c1cc(NC(=O)c2ccc(F)cc2)cc(NC(=O)c2ccc(F)cc2)c1	7	6
Cc1cccc(CN2CCc3nc(N4CCOCC4)ncc3C2)c1	14	0
CC(=O)N1CCCC(c2nc(C)cs2)C1 (stereo not drawn)	1	-7
Cc1ccccc1OCC(=O)Nc1ccc(NC(=O)c2cccs2)cc1	2	1
Cc1cccc(NCN2C(=O)S/C(=C\c3cccc(F)c3)C2=O)c1	46	-12
Cc1nnc(N2C(=O)C(=O)C(=C(O)c3ccc(F)cc3)C2c2ccc(Br)cc2)s1 (stereo not drawn)	48	-28
C=CCc1ccc(OCCN2CCNCC2)c(OC)c1	8	-2
CN1CCN(C(CNC(=O)C(=O)NCc2ccco2)c2ccc3c(c2)OCO3)CC1 (stereo not drawn)	-2	1
CC(=O)Oc1cc2c(-c3cc4ccccc4o3)cc(=O)oc2cc1C	-4	-1
O=C(Nc1cc(Cl)cc(Cl)c1)c1cc(S(=O)(=O)NCC2CCCO2)ccc1F (stereo not drawn)	9	-5
Cc1nc2ccccc2n1CCOc1ccccc1Cl	17	0
Cc1nn(CCC(N)=NOC(=O)c2cc(Cl)cc(Cl)c2)c(C)c1Oc1ccc(Cl)cc1	.	-24
Cc1cccc(C)c1NC(=O)CS(=O)(=O)c1cccc2nsnc12	6	3
O=C(CSc1nc(=O)n(Cc2ccncc2)c2c1CCCC2)NCC1CCCO1 (stereo not drawn)	-3	7
Cc1ccc(C(=O)Nc2ccc(N(C)C)cc2)c(Cl)c1	23	-2
O=C(NC1CC(O)C(CO)C1)c1ccc2c(c1)OCO2 (stereo not drawn)	-2	-3
CCCCN1CCN(C(=O)c2cc3cn(C4CC4)cc3s2)CC1	47	-2
Cc1oc(C(=O)Nc2cc(F)ccc2F)cc1S(=O)(=O)N(C)C	-7	2

Shown in CSV form: entries from further up
SMILES,mHTT-CaM PPI inh,Pf apPOL inh
CCN1C(=O)Cc2cc(C(=O)N3CCN(c4ccc(OC)cc4)CC3)ccc21,7,-3
CCC(=O)N1CCN(c2nc(C)nc(C)c2Cc2c(F)cccc2Cl)CC1,10,-4
CC(=O)Nc1ccc(Nc2ncnc(N)c2[N+](=O)[O-])cc1,-9&1,0&-1
Cc1ccc(-n2nc(C)c3sc(N4CCCC(C(=O)Nc5ccccc5C)C4)nc32)cc1 (stereo not drawn),1,-9

The results go on:
SMILES	mHTT-CaM PPI inh	Pf apPOL inh
COc1ccc(C2C3=C(Nc4ncnn42)c2ccccc2OC3c2ccccc2)cc1 (stereo not drawn)	46	-6
CCOc1ccccc1NC(=O)c1cc(S(=O)(=O)NCc2ccccc2Cl)ccc1F	6	38
O=C(NC(Nc1ccccc1)C(Cl)(Cl)Cl)c1cc([N+](=O)[O-])cc([N+](=O)[O-])c1 (stereo not drawn)	59*	2
Cc1noc(-c2cccnc2N2CCCN(Cc3ccc(F)cc3)CC2)n1	-7	-3
Cc1ccc(C(=O)Nc2ccc(/C(N)=N/O)cc2)cc1[N+](=O)[O-]	i	-10
O=C1CC(Cc2ccccc2)C(=O)N1c1ccc(Cl)cn1 (stereo not drawn)	-2	-4
Cc1ccc(-c2nc(C=Nc3ccc(Br)cc3)c(O)o2)cc1	7	1
Cc1cc(O)c(C(C)C)cc1NC(=O)c1ccc([N+](=O)[O-])cc1	5	-5
CC(C)(C)C(=O)Nc1ccc(N2CCN(C(=O)c3ccc(F)cc3F)CC2)nc1	-3	-4
c1ccc(N=c2scc(-c3ccccc3)n2-c2ccccc2)cc1	0	.
O=C(O)CCC(C(=O)O)N1C(=O)C(=Cc2cccc(Br)c2)SC1=S (stereo not drawn)	3	-25
Cc1ccc(C(=O)Nc2nccnc2C(=O)N2CCCCCC2)cc1	6	-2
Cc1c(C(=O)O)cccc1N1C(=O)c2ccc(C(=O)c3cccc([N+](=O)[O-])c3)cc2C1=O	-1	-247
O=C(c1ccc(F)cc1)N1CCN(c2ccc([N+](=O)[O-])cc2)CC1	6	-15
O=C1CSC(c2ccccc2[N+](=O)[O-])N1c1ccc(F)c(Cl)c1 (stereo not drawn)	17	-5
CC1=C(C(=O)Nc2ccc(C)cn2)C(c2ccccc2)C2=C(CCCC2=O)N1 (stereo not drawn)	2	51*
N#Cc1ccccc1NC(=O)CSc1nc2c(cc1C#N)CCCCC2	-9	1
CCOc1ccc(NC(=O)CSC2CCCCC2)cc1	-8	-14
COc1ccc(NC(=O)c2c[nH]c3ncccc23)c(C)c1	9	14
O=C(c1ccncc1)N1CCN(Cc2ccccc2[N+](=O)[O-])CC1	1	8
COc1cccc(-c2cc(C3CCN(C(=O)Nc4ccc(SC)cc4)CC3)[nH]n2)c1	28	4
Cc1c(Cl)c(C(F)(F)F)nn1CC(=O)NC(C)(C)C	-9	-3
CCNC(=O)N1CCCC(OCc2nc(-c3ccccc3)no2)C1 (stereo not drawn)	-6	-6
C#CCCNC(=O)c1ccc(=O)oc1	9	-32
COc1ccc(CNC(=O)C2c3ccccc3CC(=O)N2C)cc1 (stereo not drawn)	2	1

The final two entries of the part above lead into the next.
SMILES	mHTT-CaM PPI inh	Pf apPOL inh
C#CCCNC(=O)c1ccc(=O)oc1	9	-32
COc1ccc(CNC(=O)C2c3ccccc3CC(=O)N2C)cc1 (stereo not drawn)	2	1
Cc1ccc(S(=O)(=O)N(C)CC(=O)NC2CCCCCC2)cc1	-3	1
Cc1nc(N=Nc2ccc(C(=O)O)cc2)c(COP(=O)(O)O)c(C=O)c1O	.	14
COc1ccc(/C=C/c2nc(-c3ccccc3O)n(-c3ccccc3)n2)cc1OC	45	-8
COc1ccc(C2=N/C(=C\c3cccc(F)c3)C(=O)O2)c(Cl)c1	3	-1
Cc1[nH]nc2c1C(c1ccc(OCc3ccc(F)cc3)cc1)CC(=O)N2 (stereo not drawn)	-2	-2
O=C(NCc1ccccc1Cl)C1CCCN(c2cnn(Cc3ccccc3)c(=O)c2)C1 (stereo not drawn)	4	-14
Cc1c(C(=O)N(Cc2ccccc2)C(C)C)oc2ccc(S(=O)(=O)N3CCOCC3)cc12	9	-6
Nc1csc(C2CCOCC2)n1	-2	18
COc1ccc(-c2nc3c(c(=O)[nH]2)CCN(C(=O)Cc2ccccc2)C3)cc1	7	-2
CC(C)C(=NO)c1ccccc1	.	-7&2
CC(=O)Nc1ccc(S(=O)(=O)N2CCN(S(C)(=O)=O)CC2)cc1	0	3
O=C(c1ccccc1Br)N1CCN(Cc2nc(-c3ccccc3)cs2)CC1	7	-29
Cc1ccc(S(=O)(=O)NCCC2CCN(C(=O)c3ccccc3)CC2)cc1C	35	1
NC(=Nc1nc(=O)c2ccccc2s1)NC(=O)Nc1ccc(F)cc1	3	15
O=C(NCCn1ccc2ccccc21)c1ccc(Cl)c([N+](=O)[O-])c1	26	2
CC(C)(C)C(=O)NC1CCN(C(=O)c2ccccc2)C1 (stereo not drawn)	-4	1
CSc1nnc2c(n1)OC(c1c(F)cccc1Cl)N(C(C)=O)c1ccccc1-2 (stereo not drawn)	16	-11
CCc1ccccc1N(C)S(=O)(=O)c1ccc2[nH]cc(C(=O)NCC(OC)OC)c(=O)c2c1	38	-5
c1ccc(-c2n[nH]c(C3CCN(Cc4ccoc4)CC3)n2)cc1	0	5
COCC(C)(O)CNC(=O)C1CCCC1 (stereo not drawn)	-2&-5	1&-2
Cc1ccc(CN2CCNCC2CCO)o1 (stereo not drawn)	-5	.
O=C(C=Cc1ccc2c(c1)OCO2)NC1CCCCC1N1C(=O)CSC1=O (stereo not drawn)	7	3
Cc1ccc(N2C(=O)CCC2(C)C(=O)NC2CCCC2)c(C)c1 (stereo not drawn)	0	0
CC(=O)Nc1ccc(N=Cc2ccc(Br)s2)cc1	4	4
CC12COc3ccc(Br)cc3C1c1sc(=O)[nH]c1SC2 (stereo not drawn)	9	10
SMILES	mHTT-CaM PPI inh	Pf apPOL inh
NC(=NNC(=O)c1cccnc1)c1ccncc1	.	1
O=C1CN(C(=O)C2CCN(S(=O)(=O)c3ccc(F)cc3)CC2)c2ccccc2N1	-12	-3
CC(=NNc1c(C)cccc1Cl)c1ccc(Oc2ncc([N+](=O)[O-])s2)cc1	.	11
Cc1cc(-n2nc(C)cc2C)nc(-c2ccccc2O)n1	-5	-36
O=C(Nc1ccc2nncn2c1)Nc1ccc(F)cc1F	-5	0
CC(=O)c1cc(C#N)c(SCc2ccc(F)cc2)nc1C	-4	4
Cc1cc(N2CCN(C(=O)c3ccc(Cl)c(Cl)c3)CC2)c(F)cc1[N+](=O)[O-]	36	1
COc1cccc(C(=O)Nc2nnc(Cc3ccc(Cl)cc3)s2)c1	1	-11
COc1ccc(CC(N)C(=O)NC2C(CO)OC(n3cnc4c(N(C)C)ncnc43)C2O)cc1 (stereo not drawn)	.	5
Cc1cc([N+](=O)[O-])ccc1NC(=O)c1cc2cc(Br)ccc2oc1=O	-1	-4
COCc1nn(C)c2c1CN(C(=O)c1cccc3[nH]ccc13)CC2	15	-4
COc1ccc(/C=C(\NC(=O)c2ccco2)C(=O)Nc2cccc(C)c2)cc1	10	-3
Cc1cccc(C2CCCN2C(=O)Nc2ccc(F)cc2F)c1 (stereo not drawn)	-10	-4
O=C(NCCS(=O)(=O)N1CCN(c2ccc(F)cc2)CC1)c1cccc([N+](=O)[O-])c1	7	0
COc1ccc(-c2nc(NC(C)=O)c3c(=O)oc4ccccc4c3n2)cc1	3	-1
c1ccc(CN2CCN(Cc3ccccc3)C2c2c[nH]c3ccccc23)cc1	-1	.
COc1ccccc1-n1nc(C(=O)N(C)c2cc(Cl)ccc2C)c2ccccc2c1=O	29	-9
O=[N+]([O-])c1cccc(CNc2ccc3c(c2)CCC3)c1	89*	-1
Cc1cc(C)c2nc(NCc3ccco3)sc2c1	-5	-14
CCCCOC(=O)c1nnc(-c2ccc([N+](=O)[O-])cc2)o1	.	-4&5
COc1ccc(C(=O)Nc2ccc(S(=O)(=O)Nc3ccc(S(N)(=O)=O)cc3)cc2)cc1	-1	-9
C=CCSc1nc2[nH]ncc2c(=O)n1-c1cccc(C(F)(F)F)c1	13	-2

Bioassay records (PubChem)
